# From PubChem BioAssay
# WRN inhibitor: WRN helicase (human) inhibition; 360,000 compounds, 0.46% hits; AID 651768; Q14191; WRN helicase unwinding, fluorescent forked duplex, kinetic; Potency, µM (series often up to 114 µM), for the others: at the top dose activity change, negative = inhibition, actives largely listed as inhibitors; also: potency is read from the fitted curve at half-maximal effect; % is scaled to controls: 0 for no effect and ±100 for the full control effect; nearly all actives have a fitted effect of over 55% in size
#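 WRN at 20 nM final preincubated with compound 15 min at room temperature; reaction started with 100 nM fluorophore/quencher forked duplex oligonucleotide and 2 mM ATP final. Unwinding followed kinetically by red fluorescence (ex 525, em 598 nm).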
# EPAC2 antagonist: antagonists of human EPAC2; EPAC2 GEF exchange of Rap1B-BODIPY-GDP, fluorescence; Potency, µM (doses to about 114 µM), without a hit: top-dose activity, negative = inhibition, usual class: inhibitors; 360,000 compounds, 0.18% hits; also: potency is read from the fitted curve at half-maximal effect; % is scaled to controls: 0 for no effect and ±100 for the full control effect; nearly all actives have a fitted effect of over 45% in size; many of its hits are not listed in these tables
# PI5P4K alpha inh: blocks human PI5P4K alpha kinase activity; P48426; PI5P4Kalpha enzyme, ADP-Glo luminescence, 60 min; active compounds read low; max response, %; 330,000 compounds, 1.2% hits; AID 652105; active = max response of -50% or lower; inconclusive = between -30% and -50%; inactive = -30% or higher; also: value at the top dose of about 77 µM; % is scaled to controls: 0 for no effect and ±100 for the full control effect
# Target sequence (P48426 whole entry, looked up): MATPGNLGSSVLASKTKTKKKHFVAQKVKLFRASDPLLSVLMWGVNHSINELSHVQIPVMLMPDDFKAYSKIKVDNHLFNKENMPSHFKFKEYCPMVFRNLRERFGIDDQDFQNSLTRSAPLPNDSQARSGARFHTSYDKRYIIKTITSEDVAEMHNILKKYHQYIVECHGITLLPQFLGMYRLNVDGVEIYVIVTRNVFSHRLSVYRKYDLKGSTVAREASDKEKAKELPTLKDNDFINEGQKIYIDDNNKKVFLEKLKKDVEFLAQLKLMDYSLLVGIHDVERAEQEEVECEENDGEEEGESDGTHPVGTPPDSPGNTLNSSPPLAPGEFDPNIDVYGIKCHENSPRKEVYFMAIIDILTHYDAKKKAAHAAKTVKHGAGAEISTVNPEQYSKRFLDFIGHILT
#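 Single end-point luminescence (ADP-Glo) quantified ADP from PI5P4Kalpha turnover; ATP 5 microM final, 1 h at RT, 0.1% CHAPS and 0.28 mM EGTA in HEPES pH 7.4.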
# MmCpn inh: inhibitors of Methanococcus maripaludis chaperonin (MmCpn) | purified Mm-Cpn ATPase, ADP Transcreener TR-FRET | Potency, µM (series often up to 76.9 µM), inactives show at the highest dose activity, negative = inhibition, hits mostly inhibitors | 330,000 compounds, 0.031% hits; also: potency is read from the fitted curve at half-maximal effect; % is scaled to controls: 0 for no effect and ±100 for the full control effect; nearly all actives have a fitted effect of over 80% in size
#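 Reaction buffer contained 30 mM Tris pH 7.4, 100 mM KCl, 5 mM MgCl2 and 1 mM DTT. Mm-CPN (25 nM final) hydrolysed 10 uM ATP over 30 min at 37°C; ADP was read by HTRF.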
# CCT modulator: modulators of cytosolic chaperonin (CCT/TRiC) activity; purified chaperonin ATPase assay, HTRF ADP detection, 30 min; activity change, % (no concentration beside the values), hits read low; 360,000 compounds, 0.3% hits; AID 651819; in the data active = activity change below about -30%; also: % is scaled to controls: 0 for no effect and ±100 for the full control effect
#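 TRiC at 40 or 20 nM final (batch-dependent) in 30 mM Tris pH 7.4, 100 mM KCl, 5 mM MgCl2, 1 mM DTT, with compound at single 76 uM and 10 uM ATP, 30 min at 37 deg C. ADP detected by HTRF Transcreener, 665/615 ratio.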
# EPAC1 antag: antagonists of human EPAC1; O95398; EPAC1 GEF assay, Rap1b-BODIPY-GDP exchange fluorescence; Potency, µM (top dose mostly 115 µM), for the others: at the highest dose activity change, negative = inhibition, hits mostly inhibitors; 360,000 compounds, 0.14% hits;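 also: potency is read from the fitted curve at half-maximal effect; plate controls were vehicle for no effect and positive control for full effect; nearly all actives have a fitted effect of over 50% in size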
# EPAC1 agonist: EPAC1 (human) agonism; EPAC1 agonist qHTS, biochemical assay; response scale: 100% = response to 6.5 mM cAMP; Potency, µM (series often up to 154 µM), for the others: at the top dose activation, most hits filed as activators; 360,000 compounds, 0.073% hits; also: potency is read from the fitted curve at half-maximal effect; nearly all actives have a fitted effect of over 60% in size
#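 EPAC1 100 nM, Rap1B–BODIPY-GDP 250 nM, unlabeled GDP 50 uM; compound titration; 5 min RT; kinetic read ex480/em540 at 5-min intervals ×30 min; data normalized to 6.5 mM cAMP agonist control.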
# PLK1 PBD block: PLK1 (human) polo-box domain binding inhibition | Potency, µM, without a hit: max response, negative = inhibition, most hits filed as inhibitors | 360,000 compounds, 2.8% hits | P53350 | Plk1 PBD binding of FITC phosphopeptide, fluorescence polarization; also: potency is read from the fitted curve at half-maximal effect; series mostly up to about 57 µM; % is scaled to controls: 0 for no effect and ±100 for the full control effect; nearly all actives have a fitted effect of over 65% in size
# Target sequence (P53350 whole entry, looked up, the tested form may be a part): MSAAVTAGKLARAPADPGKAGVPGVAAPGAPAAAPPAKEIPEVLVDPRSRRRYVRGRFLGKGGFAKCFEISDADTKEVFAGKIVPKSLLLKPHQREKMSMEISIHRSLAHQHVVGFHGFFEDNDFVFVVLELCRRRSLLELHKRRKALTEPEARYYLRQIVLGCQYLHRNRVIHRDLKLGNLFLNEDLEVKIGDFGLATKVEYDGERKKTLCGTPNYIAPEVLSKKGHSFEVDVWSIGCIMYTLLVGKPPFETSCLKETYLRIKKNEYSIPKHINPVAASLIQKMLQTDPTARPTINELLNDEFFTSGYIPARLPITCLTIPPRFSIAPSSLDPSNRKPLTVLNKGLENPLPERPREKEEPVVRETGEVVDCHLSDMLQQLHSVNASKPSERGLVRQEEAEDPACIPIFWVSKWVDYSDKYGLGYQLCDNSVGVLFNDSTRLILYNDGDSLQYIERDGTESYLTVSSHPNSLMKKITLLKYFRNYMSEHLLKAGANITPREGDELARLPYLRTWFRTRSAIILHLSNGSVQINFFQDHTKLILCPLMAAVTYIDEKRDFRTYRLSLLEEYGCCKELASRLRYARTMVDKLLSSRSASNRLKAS
# Numbers without * were called inactive; u = inconclusive; x = no result given; & = joins results of further samples; [ ] = remark or other dose. Unless noted, calls follow the shape of the dose curve; as a rule, active = well fitted curve in the direction sought with a large enough effect; inconclusive = small, poorly fitted or top-dose-only effect, or another doubt; inactive = no such curve, though single readings can be large; an effect the other way counts as inactive or inconclusive. The list is partial (hit frequency here may not be typical).
SMILES,WRN inhibitor,EPAC2 antagonist,PI5P4K alpha inh,MmCpn inh,CCT modulator,EPAC1 antag,EPAC1 agonist,PLK1 PBD block
Cc1ccc(C)c(C(O)c2ncc(-c3ccc(C(F)(F)F)cc3)[nH]2)c1 (stereo not given),-1%,-3%,-2,x,1.3,-17%,-29%,-13%
COc1cc(CC(=O)OCC(=O)Nc2sccc2C(N)=O)cc(OC)c1OC,-2%,8%,-5,-1%,-4.3,8%,-3%,1%
CCOC(=O)NN1C(=O)c2ccccc2NC1c1cccs1 (stereo not given),-25%,-7%,0,-2%,-0.8,-8%,-1%,3%
CC(C)CN(C(=O)CSc1ccc2c(c1)OCCO2)c1c(N)n(CC(C)C)c(=O)[nH]c1=O,2%,-2%,-7,1%,-3.1,-7%,-11%,-13%
Cc1ccc(C(=O)N2CCC3(CC2)Oc2ccc(Cl)cc2C(=O)C32CC(c3ccc(Cl)cc3)=NO2)s1 (stereo not given),-3%,6%,1,3%,0.3,-2%,0%,-4%
Cn1c(=O)n(C)c2cc(/C=N/NC(N)=S)ccc21,-10%,9%,-11,1%,-3.1,-24%,12%,-27%
Cc1c(C(c2ccc([N+](=O)[O-])cc2)c2c(C)n(C)n(-c3ccccc3)c2=O)c(=O)n(-c2ccccc2)n1C,-4%,-1%,-3,0%,-2.3,-9%,6%,-14%
COC(=O)Cc1n[nH]c(=O)c2ccccc12,-4%,6%,x,1%,-3.9,7%,2%,1%
N#Cc1c(NC(=O)COC(=O)c2ccc(F)cc2)sc2c1CCC2,-7%,-2%,x,0%,0.2,-16%,4%,-4%
CCOC(=O)C1=C(c2ccccc2)O/C(=C(/C(=O)OC)C(F)(F)F)S1,-9%,4%,x,u,-2.0,-2%,2%,-4%
CCOc1ccc(NC(=O)C2CCCN2C(=O)NC2CCCCC2)cc1 (stereo not given),4%,4%,-1,3%,0.5,-15%,-2%,-5%
Cc1c(Cl)cccc1NC(=O)CSc1nnc(CCNC(=O)OC(C)(C)C)o1,10%,-1%[57.1 µM],2,1%,-6.0,-6%,0%,-4%
CSc1ncccc1C(=O)OCC(=O)c1cc2ccccc2o1,-25%,8%,x,0%,0.3,4%,9%,6%
Cc1c(Br)cc(C(=O)N2CCCC2)c(C)c1C,-11%,-8%,0,0%,0.8,-16%,-9%,1%
COC(=O)COc1ccc(C(=O)Cn2c(NCCCO)nc3ccccc32)cc1,3%,6%,-4,x,2.6,-20%,-7%,0%
O=C(NCc1ccccc1Cl)NC(=O)c1csc([N+](=O)[O-])c1,4%,-2%,-3,0%,-0.8,21%,4%,8%
O=c1[nH]c(SCc2ccc(F)cc2)nc2c1cnn2-c1ccc(F)cc1,2%,-21%,2,0%,-1.7,-4%,0%,-3%
CC1Oc2ccc(C#N)cc2N(Cc2cccc(F)c2)C1=O (stereo not given),-6%,u,-1,x,1.1,-8%,0%,-2%
COc1ccc(-c2noc3c2-c2nc(-c4ccccc4C)sc2CC3)cc1,-7%,-6%,1,x,2.1,-8%,-11%,u
Cc1ccnc(NC(=O)COC(=O)c2ccc(F)cc2F)n1,-21%,0%,-10,0%,-1.1,-4%,8%,-14%
COC(=O)C1=CN(c2ccc(F)cc2)C(N)=C(C#N)C1c1ccc(-c2ccccc2)cc1 (stereo not given),-8%,-3%,6,x,x,-9%,5%,-5%
O=C(COC(=O)Cc1n[nH]c(=O)c2ccccc12)Nc1cccc(C(F)(F)F)c1,-10%,-1%,-4,-8%,-1.2,-9%,-6%,-24%
CCOc1c(S(=O)(=O)N2CCCC2)ccc(Cl)c1Cl,11%,u,-5,3%,0.6,-11%,-2%,-1%
COc1cccc(-n2c(C)c(C(C)=O)c(C(C)=O)c2C)c1,4%[57.1 µM],-2%,0,0%,-0.9,-9%,0%,-4%

# Laid out differently: entries from further up
# Each structure is followed by: WRN inhibitor	EPAC2 antagonist	PI5P4K alpha inh	MmCpn inh	CCT modulator	EPAC1 antag	EPAC1 agonist	PLK1 PBD block
COC(=O)COc1ccc(C(=O)Cn2c(NCCCO)nc3ccccc32)cc1
    3%	6%	-4	x	2.6	-20%	-7%	0%
O=C(NCc1ccccc1Cl)NC(=O)c1csc([N+](=O)[O-])c1
    4%	-2%	-3	0%	-0.8	21%	4%	8%
O=c1[nH]c(SCc2ccc(F)cc2)nc2c1cnn2-c1ccc(F)cc1
    2%	-21%	2	0%	-1.7	-4%	0%	-3%
CC1Oc2ccc(C#N)cc2N(Cc2cccc(F)c2)C1=O (stereo not given)
    -6%	u	-1	x	1.1	-8%	0%	-2%
COc1ccc(-c2noc3c2-c2nc(-c4ccccc4C)sc2CC3)cc1
    -7%	-6%	1	x	2.1	-8%	-11%	u
Cc1ccnc(NC(=O)COC(=O)c2ccc(F)cc2F)n1
    -21%	0%	-10	0%	-1.1	-4%	8%	-14%
COC(=O)C1=CN(c2ccc(F)cc2)C(N)=C(C#N)C1c1ccc(-c2ccccc2)cc1 (stereo not given)
    -8%	-3%	6	x	x	-9%	5%	-5%
O=C(COC(=O)Cc1n[nH]c(=O)c2ccccc12)Nc1cccc(C(F)(F)F)c1
    -10%	-1%	-4	-8%	-1.2	-9%	-6%	-24%

# Going on with the list:
SMILES,WRN inhibitor,EPAC2 antagonist,PI5P4K alpha inh,MmCpn inh,CCT modulator,EPAC1 antag,EPAC1 agonist,PLK1 PBD block
CCN(C(=O)CSc1nc2ccccc2n1CCc1ccccc1)C1CCS(=O)(=O)C1 (stereo not given),-22%[57.1 µM],5%,-3,-2%,-2.3,-15%,11%,u
Cc1ccc(N(C(=O)CNC(=O)c2ccco2)C(C(=O)NC2CCCCC2)c2cccnc2)cc1F (stereo not given),3%,22%,13,0%,-2.2,-3%,-1%,0%
CC(=O)Nc1ccc(-c2ccnc3c2CC(C(=O)NCC2CC2)O3)cc1 (stereo not given),5%[57.1 µM],4%,-5,x,-0.9,-6%,0%,-1%
N/C(Cn1cncn1)=N\NC(=O)C(=O)Nc1ccccc1,-33%,-12%,0,2%,0.3,-3%,1%,-5%
CCCCOCCOC(=O)C1OC1(C)c1ccccc1 (stereo not given),-2%,0%,3,x,1.6,4%,-8%,-9%
CC(C)N1CC(COc2ccccc2Cl)OC1=O (stereo not given),-4%,-4%,7,x,-0.5,7%,14%,0%
C[C@@H]1CCCCO[C@H](CN(C)Cc2ccc(C(=O)O)cc2)[C@H](C)CN([C@@H](C)CO)C(=O)c2cc(NC(=O)Nc3ccc(C(F)(F)F)cc3)ccc2O1,-3%,-3%,4,x,-3.2,-7%,-9%,-21%
Cc1ccnc(NS(=O)(=O)c2ccc(Oc3ccccc3)cc2)c1,-5%,-5%,4,-5%,-0.2,-5%,7%,-2%
COc1ccc(C2CC(=O)C3=C(C2)Nc2ccccc2NC3c2coc3ccccc3c2=O)cc1OC (stereo not given),-12%,3%,1,-3%,1.2,3%,-3%,-11%
CCNC(=O)c1nc[nH]c1C(=O)NCC,7%,0%,-10,1%,-6.5,4%,0%,-4%
C[C@@H](NC(=O)[C@@H]1CCCN1C(=O)[C@@H]1CCCN1C(=O)c1cccs1)c1ccccc1,-3%,0%,-3,x,-0.6,0%,5%,-8%
COc1cccc(C(=O)Nc2sc3c(c2C(=O)O)CCCC3)c1,-24%,-12%,-23,-3%,-2.1,u,-4%,-20%
CC(c1ccc2ccccc2c1)c1ccccc1C(=O)O (stereo not given),2%,-19%,0,x,0.4,21%,-12%,-11%
NC(=O)c1cc([N+](=O)[O-])cc2c1C=Cc1ccccc1O2,-3%,-6%,0,-2%,-3.7,1%,11%,-9%
COC(=O)C1=C(C)N(Cc2ccccc2)C(=NCc2ccc(OC)cc2)N[C@H]1c1ccccc1,2%,1%,-18,1%&-2%,-1.6,-1%,-20%,-11%
COc1cc(NC(=O)c2cccs2)c(OC)cc1NC(=O)c1ccco1,u,-8%,1,1%,-5.0,0%,-3%,-7%
COCc1c(C(=O)OCC(=O)NCCN2C(=O)CSC2=O)oc2ccccc12,2%,2%,-12,0%,-2.1,-31%,7%,-8%
CCc1ccc(C(=O)NNc2ccc(C)c(Cl)c2)cc1,-4%,-7%,-4,3%,-0.9,-13%,4%,-18%
CCc1nnc(NC(=O)c2cccc(S(=O)(=O)N3CCN(C(C)=O)CC3)c2)s1,4%,0%,-8,-2%,0.9,8%,-4%,2%
CC(C)c1nnc(NC(=O)c2nc(S(=O)(=O)Cc3ccc(F)cc3)ncc2Cl)s1,-7%,7%,-10,0%,1.1,-3%,-12%,-22%
Cc1nc(C)c(C(=O)Nc2cccc(F)c2)s1,1%,1%,3,2%,0.1,-22%,-3%,-1%
CCCCN(C)S(=O)(=O)c1cc(Br)cc2c1N(C(=O)C1CC1)CC2,-2%,-21%,0,-1%,-0.7,-13%,14%,-19%
Cc1ccc(NC(=O)Nc2cccc3ccccc23)cc1,0%,1%,-1,1%,0.4,-13%,10%,-3%
Cc1ccc(NC(N)=S)cc1,-1%,-1%,1,1%,-2.1,-13%,15%,0%
Cc1[nH]c2ccccc2c1/C=C(/C#N)C(=O)NC(C)C,-10%,-9%,2,3%,1.5,-17%,-11%,-15%
CCOCCN1CCN(C2c3ccccc3CSc3ccccc32)CC1 (stereo not given),-28%,-7%,-3,x,1.8,-3%,10%,-4%
CCOC(=O)c1cc2ccc3ccccc3c2s1,-4%,-1%,50,-14%,0.5,-12%,17%,2%
Cc1ccc(S(=O)(=O)N(C)C[C@@H]2OCCCC[C@H](C)Oc3ccc(NC(=O)Nc4ccc(F)cc4)cc3C(=O)N([C@H](C)CO)C[C@H]2C)cc1,-5%,-4%,-8,x,-2.2,5%,-23%,-13%
CC(=O)C(Cc1ccccc1)(Cc1ccccc1)C(C)=O,-6%,-3%,2,1%,-11,6%,1%,-6%
COc1ccc(CC(=O)NCCCSc2ccccc2)cc1OC,10%,3%,-4,2%,-1.1,-18%,1%,-14%
CC(O/N=C/c1ccc(OC(F)F)cc1)C(=O)Nc1cccc(S(=O)(=O)N2CCOCC2)c1 (stereo not given),-23%,-8%,0,1%,-1.7,-22%,4%,-9%
